OX1R antag-1: human HCRTR1 antagonism; CHO/OX1R cells, Fluo-8 calcium fluorescence, orexin A; AID 434989; inhibition, % at 5 µM; 330,000 compounds, 0.43% hits;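 active means inhibition above its plate's threshold, mean inhibition of all tested compounds on the plate plus 3 SD, cut at about 37% in these data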;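 further: 0% = orexin A challenge wells and 100% = SB-334867-A antagonist wells; not every result past the cut was called active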
Target sequence (O43613 whole entry, looked up): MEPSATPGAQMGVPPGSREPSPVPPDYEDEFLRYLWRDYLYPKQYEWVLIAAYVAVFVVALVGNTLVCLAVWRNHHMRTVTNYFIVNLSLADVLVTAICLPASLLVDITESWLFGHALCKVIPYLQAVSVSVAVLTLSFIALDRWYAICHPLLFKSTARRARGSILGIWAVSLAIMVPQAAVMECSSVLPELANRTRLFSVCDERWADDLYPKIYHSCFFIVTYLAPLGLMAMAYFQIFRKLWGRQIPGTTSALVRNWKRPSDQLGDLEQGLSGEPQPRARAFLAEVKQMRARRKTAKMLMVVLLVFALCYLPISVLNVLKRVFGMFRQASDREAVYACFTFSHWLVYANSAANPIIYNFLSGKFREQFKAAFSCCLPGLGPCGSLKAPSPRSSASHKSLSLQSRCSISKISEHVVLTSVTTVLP
OX1R antag-2: blocks the human orexin 1 receptor; 330,000 compounds, 1.8% hits; inhibition, % at 6.6 µM; O43613; OX1R-expressing cells, FRET antagonist read-out; AID 485270; in the data active means inhibition mostly above about 38%, no sharp cut-off; inactive means mostly below about 40%;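 further: 0% = agonist challenge alone and 100% = reference antagonist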
The depositor's hits bear a star.

The line under a structure holds: OX1R antag-1	OX1R antag-2
1. CN1CCN(CCNC(=O)c2cn(Cc3ccccc3F)nn2)CC1
  -14	20
2. COCC(=O)Nc1cc(C(=O)Nc2ccccc2)ccc1Cl
  -11	15
3. S=C1NCCNC(=S)NCCOCCN1
  -13	13
4. Cc1cccc(C)c1NC(=O)NC1(C(=O)N2CCCCC2)CCCCC1
  -8	5
5. Cc1ccc(CC(=O)NCCc2ccc(S(N)(=O)=O)cc2)cc1
  -3	5
6. CC(C(=O)N1CCCc2c1c(=O)oc1ccc(O)cc21)N1CCc2ccccc2C1 (centres undefined)
  -2	35
7. Cc1onc(-c2ccccc2)c1C(=O)NC(=S)NNC(=O)c1ccncc1
  8	10
8. COc1ccc(S(=O)(=O)Nc2ccccc2OC)cc1C
  -5	11
9. Cc1cc(=O)oc2cc(OCC(=O)Nc3ccc(N4CCC(C)CC4)cc3)ccc12
  -30	11
10. Cc1cccc(-c2noc(CCCC(=O)NC3CCCC3)n2)c1
  -11	8
11. CCN(CC)S(=O)(=O)c1ccc(C(=O)Oc2ccc3c(c2)OCO3)cc1
  -5	6
12. O=C(CN(CC1CCCO1)C(=O)CNS(=O)(=O)c1ccc(Cl)cc1)NCc1ccco1 (centres undefined)
  -5	0
13. FC(F)(F)c1ccccc1/C=N/N1CCN(Cc2ccccc2)CC1
  -20	13
14. CCc1c(C)sc(NC(=O)Cn2nc(C(F)(F)F)c3c2CCCC3)c1C#N
  -8	3
15. O=C(COC(=O)c1cccc2ccccc12)NCCCc1ccccc1
  -22	21
16. CN1C[C@@H]2C[C@@H](c3ccc(C#CC(C)(C)O)s3)N3CCC[C@@]23C1=O
  -7	10
17. O=C(COc1ccc2ccccc2c1)Nc1ccccc1C(=O)O
  -10	15
18. CN(C(=O)CC1C(=O)NCCN1Cc1c(F)cccc1Cl)C1CCOCC1 (centres undefined)
  -18	9
19. COc1ccc(-c2nc(SCc3ccc(C#N)cc3)[nH]c(=O)c2C#N)cc1
  -11	-7
20. Cc1cc2cc(CNC(=S)NC3CCCCC3)ccc2n1C
  -19	-1
21. CN(C)C=NC(=O)c1ccc([N+](=O)[O-])c(CS(=O)(=O)c2ccc(Cl)cc2)c1
  -9	72*
22. O=C(CCC1CCCN(C(=O)c2ccncc2)C1)NCc1ccc(F)c(F)c1 (centres undefined)
  -3	13
23. O=C(c1ccc(C23CC4CC(CC(C4)C2)C3)o1)N1CCOCC1
  -18	8
24. CCOC(=O)c1cnc(SC)nc1Sc1ccccc1Cl
  -39	14
25. COc1ccc(NC(=O)NC2CCCCCCC2)cc1OC
  -21	18
26. CCCN1C(=O)C2(/C(=C(\O)c3ccc4c(c3)OCCO4)C(=O)C(=O)N2CCCOC)c2ccccc21 (centres undefined)
  -12	13
27. Cc1ccc(CNC(=O)C(=O)NCC2OCCN2S(=O)(=O)c2ccc(Br)cc2)cc1 (centres undefined)
  -21	3
28. Cc1ccc2c(c1)c(CC(=O)Nc1ccc(F)cc1)c(C(=O)O)n2C
  -28	-3
29. CC(C)Cn1cc(C(=O)NCCCN2CCCC2=O)c2c3ccccc3n(C)c2c1=O
  -20	16
30. O=C(NCCNCCO)c1c(O)c2cccc3c2n(c1=O)CCC3
  -36	6
31. CC(C)(C)n1cn[nH]c1=S
  -18	9
32. CCN(CC)S(=O)(=O)c1cccc(NC(=O)COc2ccc(C#N)cc2OC)c1
  -30	15
33. Cc1ccc2oc(=O)n(CCCOc3ccccc3)c2c1
  -19	5
34. COc1ccc(C(CNC(=O)COc2cccc(C)c2)N2CCCC2)cc1 (centres undefined)
  -35	10
35. C=CCNC(=O)/C=C/c1cccs1
  -4	23
36. COc1ccccc1NC(=O)c1ccc(NC(=O)COC(=O)CCC2CCCC2)cc1
  -17	3
37. Cc1cc(N2CCCCCC2)nc2ccc(F)cc12
  -10	4
38. CC(C)NC(=O)c1c(CSc2ccccc2)noc1C(=O)NCc1ccccc1
  -33	30
39. Cc1cc(=O)oc2cc(NC(=O)c3cccc(F)c3)ccc12
  -10	23
40. CC(C)(C)C(=O)Nc1ccc(S(=O)(=O)c2ccc(NC(=O)C(C)(C)C)cc2)cc1
  4	6

Reformatted with tabs: entries from further up
No.	SMILES	OX1R antag-1	OX1R antag-2
31	CC(C)(C)n1cn[nH]c1=S	-18	9
32	CCN(CC)S(=O)(=O)c1cccc(NC(=O)COc2ccc(C#N)cc2OC)c1	-30	15
33	Cc1ccc2oc(=O)n(CCCOc3ccccc3)c2c1	-19	5
34	COc1ccc(C(CNC(=O)COc2cccc(C)c2)N2CCCC2)cc1 (centres undefined)	-35	10

Later entries:
The line under a structure holds: OX1R antag-1	OX1R antag-2
41. CCn1c(C)nc2cc(C(=O)NNS(=O)(=O)c3ccc(C)c(C)c3)ccc21
  -17	8
42. OC(CNCc1cccs1)c1ccccc1 (centres undefined)
  -16	-9
43. COc1ccc(N2CCN(C(CNC(=O)c3ccc4c(c3)OCO4)c3ccco3)CC2)cc1 (centres undefined)
  -13	13
44. CCC(c1nnc(SCC(=O)Nc2ccc(S(N)(=O)=O)cc2)n1Cc1ccccc1)N(C)C (centres undefined)
  -14	16
45. CC12CCC(C(=O)Nc3ccc4c(c3)OCCO4)(OC1=O)C2(C)C (centres undefined)
  -12	4
46. CCN1CCCC1CNCc1ccccc1OCc1ccc(F)cc1 (centres undefined)
  -16	5
47. Cc1ccccc1-c1nc(CS(=O)CC(=O)NCCN2CCOCC2)c(C)o1 (centres undefined)
  -29	13
48. COc1cc2nc(C)sc2cc1SC
  -9	37
49. O=P(O)(CCc1ccccn1)CN1CCCCC1
  3	10
50. CC1(C)CC(=O)C(N=Nc2c(F)cccc2F)=C(O)C1
  -14	10
51. CCOC(=O)C1(Cc2ccccc2)CCCN(C2CCCC2)C1 (centres undefined)
  -23	-5
52. CC(=O)Nc1ccc(C(=O)COC(=O)CCc2ccccc2)c(F)c1
  -11	-1
53. O=C(c1ccco1)N1CCN(C(=O)c2cnn(-c3cccc(F)c3)c2C2CCNCC2)CC1
  -8	-2
54. Cc1cccc(C)c1NC(=O)Cn1nc(-c2ccc(Cl)s2)ccc1=O
  -6	10
55. O=C(O)CN1C(=O)CCS(=O)c2ccccc21 (centres undefined)
  0	10
56. CC(C)(CNC(=O)c1ccc(-c2ccccc2Cl)o1)N1CCOCC1
  -7	16
57. COc1cccc2cc(C(C)N(CCCN3CCOCC3)C(=S)Nc3ccc(C)cc3)oc12 (centres undefined)
  -34	20
58. Cc1cc([N+](=O)[O-])nn1Cc1ccc(C(=O)N/N=C/c2ccc(F)cc2)cc1
  -13	7
59. COc1ccc(NC(=O)CSc2nc(=O)n(CCN3CCOCC3)c3c2CCCC3)c(OC)c1
  -23	11
60. O=C1COc2cc(ccc2[N+](=O)[O-])Oc2ccc(cc2Cl)C(=O)CCCCO1
  -25	24
61. COc1ccccc1NS(=O)(=O)NC(=O)c1c(C)[nH]c2ccccc12
  2	10
62. O=c1c2ccccc2n2c(=S)[nH]nc2n1-c1ccccc1
  -5	10
63. O=C(CCc1ccccc1Cl)Nc1cc2c(cc1C(=O)O)OCCCO2
  -7	10
64. N#C/C(=C\c1ccco1)C(=O)NCc1ccccc1
  -1	15
65. COc1cc2c(cc1NC(=O)C(C)OC(=O)c1ccc(S(=O)(=O)Nc3ccccc3Cl)cc1)oc1ccccc12 (centres undefined)
  -5	37
66. CC(NC(=O)c1ccco1)C(=O)N1CCc2ccccc2C1 (centres undefined)
  -19	0
67. CCOC(=O)c1c(=O)n(O)c2ccc(C)cc2[n+]1[O-]
  -9	42
68. c1ccc(-c2cncn2-c2ccccc2)cc1
  -8	16
69. Cc1[nH]c2ccccc2c1/C=N/NC(=O)c1cccc([N+](=O)[O-])c1
  -7	28
70. Cc1ccc(-c2c(C(=O)O)c(C(=O)O)c3n2CCC3)cc1
  3	3
71. O=C(NC1CCCCC1)C1c2ccccc2C(=O)N1Cc1ccco1 (centres undefined)
  -20	6
72. COC(=O)c1cc(NS(=O)(=O)c2ccc(NCc3cccnc3)c([N+](=O)[O-])c2)cc(C(=O)OC)c1
  -4	9
73. CC(=O)c1cccc(NC(=O)Cn2cnc(S(=O)(=O)N3CCCCC3)c2)c1
  -8	4
74. Cc1cc(OCCOc2cccc3cccnc23)cc(C)c1Cl
  22	65
75. CCS(=O)(=O)N1CCN(c2ccccn2)CC1
  -3	5
76. CCOC(=O)COc1c(/C=N\OC)cc(Cl)cc1OC
  -25	19
77. CC(=O)Nc1cc(Cl)c(N=Cc2ccc(O)cc2O)cc1Cl
  0	20
78. CS(=O)(=O)c1ccc(NCC2CCCO2)c([N+](=O)[O-])c1 (centres undefined)
  -15	37
79. O=S(=O)(c1ccccc1)c1nc(-c2cccs2)oc1NCCCn1ccnc1
  -42	13
80. CCOc1cc2[nH]c(=O)n(CCCC(=O)NCc3ccc(OC)cc3)c(=O)c2cc1OCC
  -11	3
81. Cn1cnc(S(=O)(=O)N2CCN(c3ccc(Cl)cc3)CC2)c1
  -6	3
82. CCC1(c2ccccc2)NC(=O)N(CC(=O)N(CC(=O)Nc2ccccc2C(F)(F)F)Cc2ccco2)C1=O (centres undefined)
  -9	7
83. COC(=O)c1ccc(OCC2c3cc(OC)c(OC)cc3CCN2C(=O)C2CC2)cc1 (centres undefined)
  -19	9
84. CCOC(=O)CSC1=Nc2ccccc2C2=NC(CC(=O)NCc3cccs3)C(=O)N12 (centres undefined)
  -18	43
85. Cc1noc(/C=C/N(C)C)c1S(=O)(=O)N(C)CC(=O)N1CCc2ccccc21
  -9	13
86. COc1ccc(Cl)cc1Nc1nc(C)cc(=O)[nH]1
  -13	25
87. Cc1cc(OCC(=O)N[C@@H](Cc2c[nH]c3ccccc23)C(=O)O)c2c(C)c(C)c(=O)oc2c1
  5	13
88. N=c1c2c(-c3ccccc3)c(-c3ccccc3)n(Cc3ccccc3)c2ncn1CCO
  -23	30
89. COc1ccccc1C(=O)NC(=O)COC(=O)Cn1cnc2c1c(=O)n(C)c(=O)n2C
  -8	-1
90. Cc1ccc(CNC(=O)CCc2nnc(Cc3ccc(-c4ccccc4)cc3)o2)o1
  -27	9
91. CC1CCN(c2c(NCC3CCC(C(=O)N4CCCC(C)C4)CC3)c(=O)c2=O)CC1 (centres undefined)
  -6	7
92. CCN1C(=NCc2cccc(Cl)c2)N[C@@H](c2cccc(F)c2)C(C(=O)OC)=C1C
  -16	18
93. FC(F)(F)c1nnc2ccc(N3CCCCCC3)nn12
  -2	10
94. CCC(C)N(C(=O)COc1ccccc1C(=O)NCc1ccccc1)C1CCS(=O)(=O)C1 (centres undefined)
  8	17
95. COc1ccc(OCCC(=O)Nc2ccc(S(N)(=O)=O)cc2)cc1
  -17	20
96. CCOC(=O)c1sc2ccc(S(=O)(=O)N3CCOCC3)cc2c1N
  -11	11
97. COc1ccccc1NC(=O)c1nnn(Cc2ccccc2)c1NC(=O)C(F)(F)F
  -15	12
98. Cc1cc(C)c(NC(=O)CNC(=O)CSc2nnc(N)s2)c(C)c1
  -18	19
99. CN(NC(=O)c1ccccc1F)c1nc(C(F)(F)F)nc2ccccc12
  -27	8
100. NC1=NC(c2ccc(Cl)cc2)C(C(=O)c2ccccc2)N1 (centres undefined)
  -13	9

Three records picked at random from those above, as already listed:
The line under a structure holds: OX1R antag-1	OX1R antag-2
87. Cc1cc(OCC(=O)N[C@@H](Cc2c[nH]c3ccccc23)C(=O)O)c2c(C)c(C)c(=O)oc2c1
  5	13
86. COc1ccc(Cl)cc1Nc1nc(C)cc(=O)[nH]1
  -13	25
97. COc1ccccc1NC(=O)c1nnn(Cc2ccccc2)c1NC(=O)C(F)(F)F
  -15	12

Returning to the listing; the 2 compounds before the break are reprinted first.
The line under a structure holds: OX1R antag-1	OX1R antag-2
99. CN(NC(=O)c1ccccc1F)c1nc(C(F)(F)F)nc2ccccc12
  -27	8
100. NC1=NC(c2ccc(Cl)cc2)C(C(=O)c2ccccc2)N1 (centres undefined)
  -13	9
101. CC(O)CSc1nc2c(c(=O)[nH]c(=O)n2C)n1Cc1ccccc1 (centres undefined)
  -22	6
102. NC(=O)CSc1nnc(-c2cccnc2)n1CCc1ccccc1
  -2	17
103. CCOC(=O)C1=C(C)Nc2ccccc2N/C1=N\S(=O)(=O)c1cccc(Cl)c1
  -30	16
104. COc1cccc2c1OCC(C(=O)O)C2 (centres undefined)
  3	6
105. Cc1cc(C)c2c(c1)/C(=N/NS(=O)(=O)c1ccccc1)CCC2
  -23	4
106. CCn1c(SCC(=O)N/N=C(\C)c2ccncc2)nnc1-c1ccc(C)cc1
  -38	16
107. Cc1ccc([N+](=O)[O-])cc1NC(=O)CSc1nncc2ccccc12
  -16	18
108. Cc1ccc2nc(-c3ccccc3)cc(C(=O)N3CC(C)OC(C)C3)c2c1 (centres undefined)
  -25	4
109. O=C(O)c1cc2nccc(-c3ccc(F)cc3)n2n1
  -17	43*
110. CC(=O)NCCNC(=O)CCNC(=O)c1ccc(Cl)cc1
  -6	21
111. COc1ccc2cc(C(=O)Nc3ccc(F)cc3)sc(=O)c2c1OC
  -18	19
112. O=C(Nc1ccc2ccccc2c1)C(c1ccccc1)C1CCCC1 (centres undefined)
  -18	30
113. CCOc1ccccc1CNC(=O)c1ccc(Sc2ccc(Cl)cc2)c(NC(C)=O)c1
  -18	18
114. Oc1ccc(/C=N/N2CCN(C3c4ccccc4-c4ccccc43)CC2)c(O)c1
  -5	19
115. Cc1ccc(S(=O)(=O)N2CCN(S(=O)(=O)c3ccccc3)C2c2ccc(N(C)C)cc2)cc1 (centres undefined)
  -15	7

Bioassay records deposited in PubChem by The Scripps Research Institute Molecular Screening Center.
